# MazEF act: activators of E. coli MazEF toxin-antitoxin RNase, primary screen, biochemical, fluorescence, uHTS; FAM/BHQ RNA-DNA oligo cleavage fluorescence, 5 h; activation, % at 20 µM; 0.32% of 350,000 active; AID 504720, 2011; in the data active = activation above about 50%
# Target sequence (P0AE70 whole entry, looked up): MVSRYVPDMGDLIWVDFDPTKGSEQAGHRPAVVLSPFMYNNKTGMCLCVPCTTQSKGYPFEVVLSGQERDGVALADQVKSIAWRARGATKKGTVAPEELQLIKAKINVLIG
# BioA inh: M. tuberculosis BioA enzyme inhibitors, primary screen, biochemical, plate reader, single point, HTS; purified M. tuberculosis BioA enzyme; inhibition, % at 9.99 µM; 0.096% of 360,000 active; AID 602481, 2012; in the data active = inhibition above about 40%; inconclusive = no clear call, values can overlap the other calls
# FadD28 binding: inhibitors of FadD28 bisubstrate probe binding, primary screen, biochemical, fluorescence polarization, single point. AID 588549, 2011. Mycobacterium tuberculosis FadD28 fatty-acid-AMP ligase. inhibition, % at 12.5 µM. 0.22% of 360,000 active; in the data active = inhibition above about 8.5%, passing the limit was not always enough; inconclusive = no clear call, values can overlap the other calls
# Mtb UGM inh: M. tuberculosis UGM enzyme inhibitors, primary screen, biochemical, fluorescence polarization, single point. inhibition, % at 10 µM. UDP-galactopyranose mutase (Mycobacterium tuberculosis (strain ATCC 25618 / H37Rv)), …. AID 504406, 2011. purified UGM, fluorescence polarization probe displacement. 0.06% of 320,000 active; in the data active = inhibition above about 10%, passing the limit was not always enough; inconclusive = no clear call, values can overlap the other calls
# Rv3671c protease: Rv3671c serine protease inhibitors, primary screen, biochemical, fluorescence polarization, M. tuberculosis H37Rv. P9WHR9. inhibition, % at 5.96 µM. 0.048% of 320,000 active; in the data active = inhibition above about 38%;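 note: extracellular domain of Rv3671c used as enzyme; 0% = enzyme with DMSO and 100% = no enzyme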
# Target sequence (P9WHR9 whole entry, looked up, the tested form may be a part): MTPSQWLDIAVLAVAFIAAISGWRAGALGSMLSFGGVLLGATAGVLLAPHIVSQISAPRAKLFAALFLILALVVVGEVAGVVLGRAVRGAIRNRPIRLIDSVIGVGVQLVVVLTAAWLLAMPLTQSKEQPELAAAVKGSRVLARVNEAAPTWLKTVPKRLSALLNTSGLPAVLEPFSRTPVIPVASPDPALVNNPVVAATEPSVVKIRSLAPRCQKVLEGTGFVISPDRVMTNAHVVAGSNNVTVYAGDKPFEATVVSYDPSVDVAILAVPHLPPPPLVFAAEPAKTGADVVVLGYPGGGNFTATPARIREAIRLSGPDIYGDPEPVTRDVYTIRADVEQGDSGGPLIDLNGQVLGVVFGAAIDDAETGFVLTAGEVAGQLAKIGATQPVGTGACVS
# Mtb FBA inh: Mtb FBA enzyme inhibitors, primary screen, biochemical, fluorescence, strain H37Rv; Fructose-bisphosphate aldolase (Mycobacterium tuberculosis (strain ATCC 25618 / H37Rv)), …; purified M. tuberculosis FBA, fluorescence read-out; inhibition, % at 1 µM; 2.3% of 360,000 active; in the data active = inhibition above about 27%;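 note: 0% = vehicle and 100% = reference inhibitor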
# Target sequence (P9WQA3 whole entry, looked up): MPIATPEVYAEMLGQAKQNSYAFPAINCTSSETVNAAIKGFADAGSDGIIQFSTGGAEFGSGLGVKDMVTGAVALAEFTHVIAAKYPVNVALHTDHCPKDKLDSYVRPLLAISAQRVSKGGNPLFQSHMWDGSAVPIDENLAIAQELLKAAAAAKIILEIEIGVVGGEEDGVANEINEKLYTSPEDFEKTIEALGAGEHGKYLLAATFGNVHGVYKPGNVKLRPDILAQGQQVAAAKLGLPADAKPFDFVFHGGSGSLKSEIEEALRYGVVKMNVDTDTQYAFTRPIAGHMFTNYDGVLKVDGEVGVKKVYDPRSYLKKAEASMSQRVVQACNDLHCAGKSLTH
# BoNT F protease: BoNT/F light chain protease inhibitors, primary screen, biochemical, flow cytometry, MLPCN library; 0.22% of 360,000 active; Botulinum neurotoxin type F light chain protease (Clostridium botulinum); Multiplex microsphere protease cleavage assay; inhibition, % at 10 µM; in the data active = inhibition above about 35%, passing the limit was not always enough; inconclusive = no clear call, values can overlap the other calls; note: plate controls were buffer without enzyme for full effect and enzyme alone for no effect
# PrPC surface inh: inhibitors of human cell surface prion protein PrPC, primary screen, cell-based, TR-FRET; 0.43% of 370,000 active; inhibition, % at 13.8 µM; Major prion protein (Homo sapiens), P04156; TR-FRET read-out; in the data active = inhibition above about 24%; note: 0% = median of the test wells and 100% = reference compound wells
# GDH-TPI counter: GDH-TPI coupling enzyme inhibitors, primary screen, artefact control for M. tuberculosis FBA inhibitor project, biochemical, absorbance, full deck; 1.2% of 360,000 active; inhibition, % at 4.8 µM; GDH-TPI coupled enzyme counterscreen, NADH absorbance; in the data active = inhibition above about 30%;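 note: 0% = DMSO wells and 100% = wells lacking the enzyme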
# Numbers without * were called inactive; ? = inconclusive; . = no result given; + = active, no number.
1) CC(C)(C)C(=O)c1sc2nc(-c3cccs3)cc(C(F)(F)F)c2c1N
2) C/C(CCc1ccccc1)=N\NC(=O)C1C2CCCCC21 (stereo not given)
3) CCCn1nnc(NC(=O)c2ccc(OCC)c(Cl)c2)n1
4) O=C(c1ccccc1S(=O)(=O)NCC(O)COc1ccc([N+](=O)[O-])cc1)N1CCCCC1 (stereo not given)
5) CC(=O)c1ccc(N=Nc2ccc(N)cc2)cc1
6) C=CCNc1nc(Nc2ccc(OC)cc2)nc(OC)n1
7) Cc1ccc(C)c(NC(=O)COc2cccc3c2CCN(Cc2ccccc2C)C3=O)c1
8) CCCCNC(=O)C1(C)CCCCN1C(=O)c1ccc(F)cc1Cl (stereo not given)

Compound	1	2	3	4	5	6	7	8
MazEF act	+	5	4	3	0	0	-2	.
BioA inh	-1.9	.	-1.5	3.5	-2.0	-0.4	-5.2	-1.4
FadD28 binding	-2.5	-3.0	-2.8	1.3	-0.2	-2.6	-0.4	-4.2
Mtb UGM inh	4.4	-1.1	0.3	-4.9	-3.7	1.2	0.1	.
Rv3671c protease	11	6	10	-1	7	-12	2	.
Mtb FBA inh	30*	-1	0	-2	-17	-6	0	-1
BoNT F protease	22	-1	-3	-3	-3	2	-2	2
PrPC surface inh	0	2	-3	-16	-26	4	-4	9
GDH-TPI counter	-1	-8	9	3	27	9	0	12

9) C/C(=N\NC(=O)CCn1nnc2ccccc21)c1ccco1
10) O=C(COc1ccc(Cl)cc1)NCc1nnc(SCC(=O)NCCc2ccccc2)o1
11) CC(=O)Nc1ccc(S(=O)(=O)NCCNC(=O)c2ccccc2F)cc1
12) CCc1ccc(-n2c(=O)c3ccc(C(=O)NCCc4ccccc4)cc3n(CC(N)=O)c2=O)cc1
13) Cc1ccc(CNc2nc3ccccc3n3nnnc23)cc1
14) CCOC(=O)c1c(SCC(=O)Nc2nc(C)cs2)nc(=O)[nH]c1C
15) N=C1S/C(=C\c2ccc(-c3cccc(Cl)c3)o2)C(=O)N1c1nccs1
16) Cc1cc(Cl)ccc1OCC(=O)Nc1cccc(S(=O)(=O)NC2=NCCCCC2)c1

Compound	9	10	11	12	13	14	15	16
MazEF act	14	-5	0	-8	-3	-2	9	1
BioA inh	-2.6	-8.7	-1.5	-3.3	.	0.2	-7.8	1.0
FadD28 binding	-1.0	-3.3	-3.3	-0.8	-1.3	-0.2	-0.3	-1.8
Mtb UGM inh	1.2	2.6	-1.7	5.1	-1.6	0.6	1.0	1.8
Rv3671c protease	-1	4	2	-10	7	5	1	-5
Mtb FBA inh	2	2	-2	10	2	0	3	1
BoNT F protease	.	12	-1	2	-12	-4	-6	8
PrPC surface inh	3	1	-1	-5	-6	-4	-7	13
GDH-TPI counter	27	-4	4	16	5	1	1	4

17) CC(C)NC(=S)NC1(C)CCS(=O)(=O)C1 (stereo not given)
18) CC(NC(=O)c1ccc2c(c1)OCO2)C(c1cccs1)N1CCN(c2ccccc2)CC1 (stereo not given)
19) CSc1nc2c(c(=O)[nH]1)C(c1ccc(F)cc1)CC(=O)N2 (stereo not given)
20) COc1ccc(N=C2S/C(=C\c3ccco3)C(=O)N2CC(C)C)cc1
21) Fc1cc(F)c2nc(N3CCOCC3)sc2c1
22) O=C(NCCCN1CCOCC1)c1cc2c(s1)CCC2
23) Cc1cc(C)cc(NS(=O)(=O)c2cc(C(=O)NCc3ccccn3)ccc2Cl)c1
24) CCN(CC)C(=O)COc1ccc2oc(C)c(C(=O)OC)c2c1

Compound	17	18	19	20	21	22	23	24
MazEF act	5	-1	2	0	5	4	0	-12
BioA inh	.	-2.1	.	-0.5	-0.6	-0.7	0.0	0.0
FadD28 binding	-1.4	-2.8	-2.6	-1.1	0.1	-5.1	-3.6	-0.5
Mtb UGM inh	1.6	-1.9	2.7	1.6	.	0.9	-0.1	2.0
Rv3671c protease	5	3	0	3	-7	-1	-8	-1
Mtb FBA inh	3	0	2	-1	0	0	0	1
BoNT F protease	2	-2	-4	-6	0	?	-8	-6
PrPC surface inh	4	-6	-7	-1	-2	5	18	-7
GDH-TPI counter	5	-11	0	-3	14	5	11	6

# Shown with each value named: part of the list above
22: O=C(NCCCN1CCOCC1)c1cc2c(s1)CCC2
  MazEF act = 4
  BioA inh = -0.7
  FadD28 binding = -5.1
  Mtb UGM inh = 0.9
  Rv3671c protease = -1
  Mtb FBA inh = 0
  BoNT F protease = ?
  PrPC surface inh = 5
  GDH-TPI counter = 5
23: Cc1cc(C)cc(NS(=O)(=O)c2cc(C(=O)NCc3ccccn3)ccc2Cl)c1
  MazEF act = 0
  BioA inh = 0.0
  FadD28 binding = -3.6
  Mtb UGM inh = -0.1
  Rv3671c protease = -8
  Mtb FBA inh = 0
  BoNT F protease = -8
  PrPC surface inh = 18
  GDH-TPI counter = 11

# (list continues)
25) O=c1[nH]c(=S)n(C2CC2)c(O)c1C=Nc1ccc2c(c1)OCO2
26) CC(C)CNC(=O)COC(=O)c1c2c(nc3ccccc13)CCC2
27) O=C(NCc1cccnc1)C1c2ccccc2C(=O)N1C1CCCC1 (stereo not given)
28) Cc1csc(SCC(=O)N(c2ccccc2)C(C)C)n1
29) O=C(Nc1cc(N2CCOCC2)ncn1)c1ccccc1
30) CN1C(=O)C(C)(C)c2cc(S(=O)(=O)N3CCC(C(=O)NCc4ccc(Cl)cc4)CC3)ccc21
31) CCOc1cc(C(=O)N(C)Cc2cc3cc(OC)ccc3[nH]c2=O)cc(OCC)c1OCC
32) CN(C)CCCNc1oc(-c2cccc(Cl)c2)nc1C#N

Compound	25	26	27	28	29	30	31	32
MazEF act	-1	-1	4	1	3	-1	-5	-2
BioA inh	.	1.4	0.9	2.3	0.4	2.2	-1.6	6.1
FadD28 binding	0.2	-5.5	-0.2	-2.1	-3.2	-1.0	0.4	-2.1
Mtb UGM inh	1.8	1.5	-1.1	.	1.6	-1.1	-1.0	0.8
Rv3671c protease	-1	1	-10	.	-4	-10	0	-4
Mtb FBA inh	-1	7	-2	2	-3	1	11	174*
BoNT F protease	11	-22	-2	21	-1	0	-41	1
PrPC surface inh	-3	-1	0	3	-2	1	4	-12
GDH-TPI counter	-5	-12	18	5	1	-7	15	1

33) Cc1ccc(NC(=O)NC(=O)COc2ccccc2C(N)=O)c(C)c1
34) Cc1nc2nc(-c3ccccc3)[nH]n2c(=O)c1Cc1ccccc1
35) Cc1nc(C#N)c(N/N=C/c2c(F)cccc2Cl)o1
36) CCOC(=O)c1ccc(NC(=O)N2CCN(C(=O)C3CCCO3)CC2)cc1 (stereo not given)
37) CC(C)(C)C1C/C(=C/c2ccco2)C(=O)/C(=C/c2ccco2)C1 (stereo not given)
38) Cc1ccc(OCC(=O)Nc2cc(NC(=O)COc3ccc(C)c(C)c3)cc(C(=O)O)c2)cc1C
39) COc1ccc(NC(=O)N2CCc3cc(OC)c(OC)cc3C2)cc1
40) COc1cccc(-c2nnc(-c3ccc(C(F)(F)F)cc3)o2)c1OC

Compound	33	34	35	36	37	38	39	40
MazEF act	-7	3	3	7	-17	-4	6	-5
BioA inh	-1.1	-1.0	14	.	0.3	-1.3	1.4	0.8
FadD28 binding	0.4	-3.6	-4.0	0.0	-0.4	-1.9	-0.3	-0.7
Mtb UGM inh	-2.1	1.4	1.1	0.6	0.2	-0.6	-1.8	1.0
Rv3671c protease	8	-6	4	-11	-16	-14	-3	-3
Mtb FBA inh	2	5	-1	2	1	-1	1	0
BoNT F protease	-10	-8	-5	-2	-18	?	9	11
PrPC surface inh	10	-4	-2	6	-5	4	0	-1
GDH-TPI counter	-2	1	14	-3	16	-1	4	1

41) Cc1cccc2cccnc12
42) COc1ccc(N=Cc2c(O)ccc3ccccc23)cc1
43) Cc1nn(C)cc1CN(C)C(=O)c1sc2cccc(Cl)c2c1Cl
44) Cc1cccc2nc(CSCc3ccco3)cn12
45) Cc1ccc2nc(NC(=O)COC(=O)c3ccc(Br)o3)sc2c1
46) O=C(CSc1nc2c(c(C(F)(F)F)n1)CCc1ccccc1-2)NCc1ccccc1
47) CC1CCc2c(sc(/N=C/c3cccnc3)c2C(N)=O)C1 (stereo not given)
48) Cc1noc(C)c1S(=O)(=O)N1CCC(C(=O)Nc2ccc(OC(F)(F)F)cc2)CC1

Compound	41	42	43	44	45	46	47	48
MazEF act	0	-164	0	1	0	0	2	3
BioA inh	0.2	.	3.0	0.0	19	-2.0	0.1	0.8
FadD28 binding	-2.3	-4.2	-2.7	-1.5	-1.5	-3.6	-0.9	-1.3
Mtb UGM inh	2.9	?	-2.5	3.0	0.4	-1.5	-3.2	-1.6
Rv3671c protease	-2	-6	0	-3	-12	0	-3	6
Mtb FBA inh	-1	-3	3	9	-1	1	2	-9
BoNT F protease	2	-3	0	-3	11	-2	-2	0
PrPC surface inh	3	13	3	6	5	4	6	-6
GDH-TPI counter	3	2	2	7	6	-8	10	9

49) O=C1/C(=C/C=C/c2ccco2)SC(=S)N1NS(=O)(=O)c1ccccc1
50) O=C1C[C@@H]2c3c(cccc3CN1Cc1ccccc1F)C[C@@H](O)[C@H]2O
51) COc1ccc(NC(=O)CN2C(=O)NC(C)(c3ccc4c(c3)OCCO4)C2=O)cc1S(N)(=O)=O (stereo not given)
52) CC(=O)Oc1ccccc1/C=C/c1nc2ccccc2c(=O)o1
53) C/C(=C\C(=O)c1ccc(Br)cc1)NCc1ccccc1
54) C=CCNc1nc2c(c(=O)n(C)c(=O)n2C)n1Cc1ccc(F)cc1
55) COc1ccc(/C=C2\SC(=S)N(CCC(=O)Nc3ccc(O)cc3)C2=O)cc1
56) O=S(=O)(N1CCOCC1)n1nnc2ccccc21

Compound	49	50	51	52	53	54	55	56
MazEF act	-17	-4	-2	-6	-2	9	17	-14
BioA inh	-3.2	1.1	-0.8	-0.2	-0.1	0.5	-3.4	-0.1
FadD28 binding	47*	-2.3	0.3	-4.2	-4.2	-3.0	-1.4	-3.8
Mtb UGM inh	-0.6	.	-0.8	-1.7	2.6	-1.4	-1.9	0.8
Rv3671c protease	5	.	2	-7	1	-8	-1	-5
Mtb FBA inh	-5	-1	0	1	2	0	-2	0
BoNT F protease	4	-2	2	12	-10	-8	-6	-8
PrPC surface inh	1	4	4	2	-6	16	1	11
GDH-TPI counter	27	3	1	5	15	-3	13	-9

57) Cc1ccc(S(=O)(=O)N(C)C)cc1N
58) CN(c1cccc(NS(=O)(=O)c2cccc([N+](=O)[O-])c2)c1)S(C)(=O)=O
59) CCN(CC)S(=O)(=O)c1cccc(-c2nnc(-c3ccc(C)cc3)o2)c1
60) CC(=O)Nc1ccc(NC(=O)CSc2nnc(NC(=O)c3ccco3)s2)cc1
61) CN(C)CCCN(C(=O)COc1ccc(Cl)cc1)c1nc2c(F)cccc2s1
62) COCCN(C(=O)CSc1ncc(C(F)(F)F)cc1Cl)c1c(N)n(Cc2ccccc2)c(=O)[nH]c1=O

Compound	57	58	59	60	61	62
MazEF act	15	7	27	1	9	3
BioA inh	-0.1	.	0.9	-1.7	.	.
FadD28 binding	-2.7	-2.8	-1.3	-0.1	-2.5	-5.7
Mtb UGM inh	-1.5	1.2	3.9	-1.2	0.4	-1.5
Rv3671c protease	0	7	-2	4	1	-1
Mtb FBA inh	5	3	0	0	3	0
BoNT F protease	0	1	-6	1	2	-6
PrPC surface inh	-7	-3	3	3	4	-5
GDH-TPI counter	-5	5	6	25	-4	-7

# Look-ups from the list:
# For MazEF act, CCN(CC)S(=O)(=O)c1cccc(-c2nnc(-c3ccc(C)cc3)o2)c1 shows 27
# For Rv3671c protease, COCCN(C(=O)CSc1ncc(C(F)(F)F)cc1Cl)c1c(N)n(Cc2ccccc2)c(=O)[nH]c1=O shows -1
